RGS4 block: RGS4 inhibitors, primary screen, cell-based, HEK293 M3R inducible RGS4, calcium flux. Regulator of G-protein signaling 4 (Homo sapiens), P49798. Fluo-4 calcium flux; hits give high values; triggered by carbachol at its EC20. B-score at 10 µM. 0.45% of 310,000 active. AID 463165, 2010;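 active means B-score, a plate-corrected calcium signal, over three deviations above library mean, with baseline fluorescence within five deviations of library mean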;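 further: RGS4 expression induced by doxycycline in cells with stable M3 receptor; B-score is computed from the integrated fluorescence ratio over baseline after carbachol; higher B-score means a larger calcium signal and so more RGS4 inhibition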
GSK3B inh: human GSK3beta kinase inhibitors, primary screen, biochemical, cell-free homogeneous, HTS. GST-GSK3beta kinase, ADP-Glo luminescence, 60 min; hits give low values. activity score (negative = inhibition), % at 10 µM. 0.038% of 300,000 active;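 active means more than half of replicate wells score below -50%, meaning over 50% inhibition versus plate controls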;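 further: 0% = median DMSO wells and -100% = median GW8510 positive control wells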
Target sequence (P49841 whole entry, looked up): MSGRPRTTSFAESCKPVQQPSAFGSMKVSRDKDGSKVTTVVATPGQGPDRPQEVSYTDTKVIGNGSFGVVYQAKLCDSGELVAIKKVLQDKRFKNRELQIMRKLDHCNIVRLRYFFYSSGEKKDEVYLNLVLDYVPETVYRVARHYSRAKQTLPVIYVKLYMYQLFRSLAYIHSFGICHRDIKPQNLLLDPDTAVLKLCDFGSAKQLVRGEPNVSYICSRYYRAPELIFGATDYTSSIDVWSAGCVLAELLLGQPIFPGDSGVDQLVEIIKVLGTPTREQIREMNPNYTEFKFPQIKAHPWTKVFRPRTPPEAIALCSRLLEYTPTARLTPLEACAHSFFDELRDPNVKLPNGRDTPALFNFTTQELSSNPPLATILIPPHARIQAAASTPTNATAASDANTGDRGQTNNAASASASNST
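Test system – GST-tagged human GSK3beta kinase, cell-free · Incubation – 60 min enzyme reaction, room temperature · Signal – ADP-Glo luminescence · Also added – peptide substrate and ATP at 25 µM · Controls – DMSO neutral wells and GW8510 at 20 µM as positive · Buffer or medium – Tris/MgCl2 kinase buffer · Measure – Luminescence-derived activity versus plate DMSO and GW8510 wells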
KCNQ1 act: potentiators or activators of KCNQ1 channel, primary screen, cell-based, thallium flux, high-throughput. B-score at 10 µM. CHO-K1 KCNQ1, thallium flux FluxOR fluorescence; hits give high values. 0.35% of 310,000 active;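 active means fluorescence ratio B-score, a plate-corrected score, at least three library SD, with initial intensity B-score within 5 SD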
Target sequence (P51787 whole entry, looked up): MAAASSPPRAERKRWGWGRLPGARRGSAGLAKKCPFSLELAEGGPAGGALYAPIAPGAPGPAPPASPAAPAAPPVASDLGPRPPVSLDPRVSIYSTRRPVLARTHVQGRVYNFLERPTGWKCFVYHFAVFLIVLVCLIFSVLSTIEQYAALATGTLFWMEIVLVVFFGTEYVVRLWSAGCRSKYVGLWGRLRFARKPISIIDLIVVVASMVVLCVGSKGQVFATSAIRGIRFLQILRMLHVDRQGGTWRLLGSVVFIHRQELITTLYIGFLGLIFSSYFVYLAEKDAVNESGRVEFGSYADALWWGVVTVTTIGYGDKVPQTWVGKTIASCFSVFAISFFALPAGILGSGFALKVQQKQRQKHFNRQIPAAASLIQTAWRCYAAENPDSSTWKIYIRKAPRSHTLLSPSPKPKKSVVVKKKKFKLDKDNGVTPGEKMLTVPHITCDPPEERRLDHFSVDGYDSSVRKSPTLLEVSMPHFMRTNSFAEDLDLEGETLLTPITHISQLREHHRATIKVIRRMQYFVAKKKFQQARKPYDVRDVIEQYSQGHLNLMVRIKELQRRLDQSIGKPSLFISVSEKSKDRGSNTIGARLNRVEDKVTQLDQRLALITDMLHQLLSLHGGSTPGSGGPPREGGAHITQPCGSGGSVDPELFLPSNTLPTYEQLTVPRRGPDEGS
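Doses: Single concentration per compound, DMSO matched to controls | Test system: KCNQ1-transfected CHO-K1 cells | Timing: 90 min dye loading and 20 min compound exposure, both at room temperature | Measured by: Kinetic FluxOR thallium fluorescence, 10-s 1-Hz baseline, 110-s post-stimulus read | Medium: Assay buffer with matched DMSO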
hERG protect: hERG rescue from dofetilide block, primary screen, cell-based, CHO-hERG, FluxOR thallium flux, dofetilide IC70; Voltage-gated inwardly rectifying potassium channel KCNH2 (Homo sapiens), Q12809; dofetilide IC70 present; activation (rescue from dofetilide block), less the hit threshold, % at 10 µM; 0.51% of 310,000 active;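 active means activation above the mean of controls blocked by dofetilide plus 5 SD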;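 further: thallium influx through hERG after potassium depolarization seen as dye fluorescence rise; in these data hits start at about 4.7%; inactives centre near -7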
GSK3A inh: blockers of GSK3A enzyme activity – biochemical, luminescence, cell-free homogeneous, HTS, primary screen. Glycogen synthase kinase-3 alpha (Homo sapiens), P49840. GSK-3 alpha kinase, ADP-Glo luminescence, 60 min. inhibition, % at 10 µM. 0.1% of 320,000 active;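 in the data active means inhibition above about 50%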;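 further: GST-tagged GSK-3 alpha with peptide substrate and 25 µM ATP; 0% = DMSO neutral wells and 100% = GW8510 positive control wells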
KCNK3 block: human KCNK3 channel inhibitors, primary screen, CHO cells, FluxOR thallium flux, B-score; B-score at 10 µM; FluxOR fluorescence; hits give low values; Potassium channel subfamily K member 3 (Homo sapiens), O14649; 0.84% of 340,000 active;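 active means B-score under library mean minus 4 SD, starting fluorescence ratio at most library mean plus 5 SD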;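 further: more negative B-score means stronger inhibition of thallium flux through KCNK3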
KCNK9 inh: KCNK9 potassium channel inhibitors, primary screen, HEK293 cells, thallium flux; Potassium channel subfamily K member 9 (Homo sapiens), Q9NPC2; FluxOR thallium flux fluorescence; hits give low values; B-score at 10 µM; 1.2% of 310,000 active;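 active means ratio B-score over 3 SD below the library mean, with starting fluorescence within 5 SD of its mean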;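 further: negative B-score means less thallium flux so channel inhibition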
DYRK1A inh: rat Dyrk1A kinase inhibitors, primary screen, biochemical, single point, plate reader | ADP-Glo luminescence, NFATc1 peptide | inhibition, % at 12.5 µM | 0.43% of 310,000 active | AID 504441, 2011; in the data active means inhibition above about 50%;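 further: plate controls were vehicle with enzyme for no effect and no enzyme for full effect; many of its hits are not listed in these tables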
KCNQ1 block: inhibitors of human KCNQ1 channel, primary screen, cell-based, thallium flux, high-throughput. Potassium voltage-gated channel subfamily KQT member 1 (Homo sapiens), P51787. CHO-K1 KCNQ1, FluxOR thallium flux fluorescence; hits give high values. B-score at 10 µM. 1.3% of 310,000 active. AID 2642, 2010;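 active means compounds whose thallium flux B-score, printed positive for inhibition, exceeds three library SD while starting fluorescence stays within three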;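 further: channel opened by potassium depolarization with thallium stimulus after 20 min compound exposure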
PolyA inh: polyadenylation inhibitors in yeast reporter cells, primary screen, luminescence, S. cerevisiae; S. cerevisiae SKY197-pL101 polyadenylation reporter, beta-gal luminescence; efflux-impaired pdr1/pdr3 knockout yeast; score 100 = 6 SD above DMSO; calls only at 12 µM; 0.02% of 300,000 active; AID 1875, 2009;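 active means lowest replicate activity score at least 50, where 100 means six control SD above control mean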;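 further: yeast exposed to compound for 9 h at 30 °C; higher score means more reporter readthrough which indicates perturbed polyadenylation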
RGS4 act: RGS4 potentiators or activators, primary screen, cell-based, HEK293 M3R inducible RGS4, calcium flux. B-score at 10 µM. carbachol calcium flux Fluo4; hits give low values. 0.92% of 310,000 active;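 active means B-score of the integrated calcium signal more than 4 SD below the library mean, with starting fluorescence not abnormally high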;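 further: negative B-score means reduced calcium response which marks RGS4 activation or potentiation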
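System: HEK293 FlpIn-TREx cells, stable M3R, doxycycline-inducible RGS4. Timing: overnight RGS4 induction, 30 min dye load 37 °C, 20 min compound RT. Also added: carbachol, ECmax concentration. Measured by: Fluo4 fluorescence kinetic imaging of calcium. Evaluation: integrated calcium ratio converted to B score.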
* hit, by the source's call; i = inactive; · = not tested or not shown. An excerpt; the hit share may differ from the screen's.

nr | SMILES | GSK3A inh | RGS4 block | PolyA inh | RGS4 act | KCNQ1 act | KCNQ1 block | KCNK9 inh | KCNK3 block | DYRK1A inh | GSK3B inh | hERG protect
1 | Cc1ccccc1CSc1nnc(-c2ccco2)n1Cc1ccco1 | -0.2 | i | i | i | i | i | i | i | -0.4 | 2.2 | -10.9
2 | Cc1ccc(S(=O)(=O)NCCCC(=O)O)cc1 | -3.0 | i | i | i | i | i | i | i | 7.1 | 2.0 | -7.7
3 | Cc1ccc(S(=O)(=O)N2CCOCC2)cc1C(=O)NCCN1C(=O)S/C(=C\c2ccccc2Cl)C1=O | -0.6 | i | i | i | i | i | i | i | -1.8 | -1.5 | -12.0
4 | CCOC(=O)C1=C(N)Oc2cc(C)[nH]c(=O)c2C1c1ccncc1 (stereo not drawn) | 3.6 | i | i | i | i | i | i | i | 8.2 | -1.0 | -8.9
5 | O=C(NCCN1CCOCC1)C1CCC(=O)N1Cc1ccccc1Cl (stereo not drawn) | -2.0 | i | i | i | i | i | i | i | -1.1 | 0.9 | -1.4
6 | CCOc1ccc(N=C(/C(C(=O)C(=O)N2CCOCC2)=C(/O)c2ccccc2)c2ccccc2)cc1 | 2.8 | i | i | i | i | i | i | i | -5.4 | 2.4 | -7.0
7 | Cc1cccc(N2CCN(C(=O)C3CCC(=O)N(C4CC4)C3)CC2)c1C (stereo not drawn) | -1.3 | i | i | i | i | i | i | i | · | 0.4 | -4.8
8 | CCC(=O)Nc1ccc(Cl)c(NC(=S)NC(=O)COc2ccccc2)c1 | -3.7 | i | i | i | i | i | i | i | 1.3 | 0.3 | -6.0
9 | CC1CN(S(=O)(=O)c2ccccc2)CC(C)O1 (stereo not drawn) | 2.0 | i | i | i | i | i | i | i | · | -0.2 | -5.4
10 | N/C(=N\OC(=O)c1ccc(Br)cc1)c1ccccc1 | -0.7 | i | i | i | i | i | i | i | -4.9 | 0.6 | -8.1
11 | COc1ccc(S(=O)(=O)N(C)C(C)CCc2ccco2)cc1 (stereo not drawn) | -2.6 | i | i | i | i | i | i | i | 0.6 | 1.8 | -2.0
12 | Cc1ccc(NC(=O)COC(=O)C(NS(=O)(=O)c2ccc(Cl)cc2)C(C)O)cc1C (stereo not drawn) | 0.1 | i | i | i | i | i | i | i | -0.9 | 1.1 | -4.3
13 | COc1ccc(S(=O)(=O)N2CCN(C(=O)c3ccco3)CC2)cc1C(C)(C)C | -0.6 | i | i | i | i | i | i | i | 0.6 | -1.1 | -3.1
14 | COc1ccc(OC)c(NC(=O)c2[nH]c(C)c(C(C)=O)c2C)c1 | -0.1 | i | i | i | i | i | i | i | 0.5 | -1.9 | -12.6
15 | CC(C)(C)NC(=O)NC(=O)COC(=O)c1ccc(OC(F)(F)F)cc1 | -1.9 | i | i | i | i | i | i | i | -7.2 | 3.5 | -5.3
16 | CCCc1noc2c1/C(=N\O)CC(CC(C)SCC)C2 (stereo not drawn) | 0.8 | i | i | i | i | i | -6.96* | i | 2.5 | 2.4 | -4.3
17 | CC(C)N(C(=O)COC(=O)c1cccc(C(=O)OCC(=O)N(C(C)C)C(C)C)n1)C(C)C | 1.0 | i | i | i | i | i | i | i | -4.5 | 1.4 | -2.5
18 | O=C(O)CC1(CC(=O)Nc2cc(F)ccc2Cl)CCCCC1 | -1.6 | i | i | i | i | i | i | i | -4.2 | 1.6 | -6.2
19 | c1cc2cn[nH]c2cc1NC1CCCCCC1 | 2.2 | i | i | i | i | i | i | i | -3.3 | -0.7 | -5.9
20 | S=C(NCc1ccco1)Nc1ccc(N2CCOCC2)cc1 | 1.7 | i | i | i | i | i | i | i | 1.4 | 1.4 | -6.3
21 | CCCCN(CC)c1nc(N)c2c(N)nc(OCC)cc2c1C#N | 0.3 | i | i | i | i | i | i | i | -2.8 | 3.0 | -8.2
22 | CC1(C)CC(=O)C(C(c2ccc(F)cc2)C2C(=O)CC(C)(C)CC2=O)C(=O)C1 | -1.2 | i | i | i | i | i | i | i | -1.5 | 5.4 | -10.6
23 | CC(=O)Nc1nnc(SCC(=O)Nc2ccc3c(c2)OCCO3)s1 | -3.1 | i | i | i | i | i | i | i | -9.3 | 0.0 | -2.9
24 | c1ccc(Cc2nnc(N3CCOCC3)c3ccccc23)cc1 | -1.2 | i | i | i | i | i | i | i | -1.8 | -2.3 | -5.1
25 | CCCCNC(=O)O[C@H]1C[C@@H]2CCN3C(=O)CCC[C@H]([C@H]1Cc1ccccc1)[C@H]23 | -0.1 | i | i | i | i | i | i | i | -4.0 | 4.4 | -2.6
26 | Cc1ccc(/C=C/C(=O)OCC(=O)Nc2cccc(S(=O)(=O)N(C)C)c2)o1 | -1.0 | i | i | i | i | i | i | i | -0.2 | 1.1 | -4.6
27 | CC(=O)c1ccc(C(=O)N2CCCC(CO)(Cc3ccccc3C)C2)s1 (stereo not drawn) | · | i | i | i | i | i | i | i | -1.0 | 1.8 | -9.2
28 | CCn1c(/C=C/c2ccccc2F)nc2ccccc2c1=O | -1.5 | i | i | i | i | i | i | i | 1.4 | 0.7 | -5.0
29 | N#Cc1c(Cl)cccc1-n1ccnc1 | · | i | i | i | i | i | i | i | -1.1 | -0.7 | -11.9
30 | CCOc1ccc(C(=O)CCC(=O)N(CC)CC(=O)NCc2ccc(Cl)cc2)cc1 | 0.6 | i | i | i | i | i | i | i | 1.2 | 5.8 | -7.3
31 | COc1cc(C2NC(=O)C(C#N)=C(Nc3cccc(C)c3)S2)ccc1O (stereo not drawn) | 13.8 | i | i | i | i | i | i | i | 5.4 | 1.3 | -7.9
32 | CS(=O)(=O)C1=C(O)C(=O)N(CCCC(=O)O)C1c1ccccc1F (stereo not drawn) | -0.1 | i | i | i | i | i | i | i | 4.1 | 2.7 | -20.8
33 | N/C(=N\OC(=O)CCCOc1ccccc1)c1ccccc1 | -5.7 | i | i | i | i | i | i | i | -1.1 | 1.4 | -6.0
34 | Cc1noc(C)c1C(=O)NC1=NCCS1 | 8.8 | i | i | i | i | i | i | i | · | -0.1 | -6.0
35 | O=C(NCCS(=O)(=O)NCc1ccc(F)cc1)c1ccccc1 | 0.4 | i | i | i | i | i | i | i | 11.4 | 0.3 | -5.9
36 | COc1ccc(CCNC(=O)C2CCN(C(=O)c3cccs3)CC2)cc1 | -0.6 | i | i | i | i | i | i | i | -5.7 | 2.4 | -0.1
37 | COc1ccc(C(=S)N2CCCC2)cc1Br | 0.6 | i | · | i | i | i | i | i | 12.2 | 1.1 | -5.8
38 | C=CCSc1nc(N)c(C(=O)Nc2ccccc2)cc1C#N | -3.3 | i | i | i | i | i | i | i | 9.7 | -2.8 | -7.9
39 | Cc1c(NC(=O)C2CCCO2)cccc1[N+](=O)[O-] (stereo not drawn) | 0.6 | i | i | i | i | i | i | i | -2.8 | 2.3 | -9.1
40 | COc1cc(CNC2CCCCC2OC)cc(OC)c1OC (stereo not drawn) | -1.7 | i | i | i | i | i | i | i | -1.5 | 1.9 | -4.3
41 | COc1ccc(CCNC(=O)c2cc(S(=O)(=O)N3CCC4(CC3)OCCO4)ccc2F)cc1OC | -1.4 | i | i | i | i | i | i | i | -6.7 | -0.4 | -11.9
42 | Cc1ccc(C(=O)N/C(N)=N/c2nc3ccccc3o2)cc1 | 3.6 | i | i | i | i | i | i | i | 3.7 | 2.8 | -5.5
43 | OCCC1CN(Cc2cccc(OC3CCCC3)c2)CCN1Cc1ccsc1 (stereo not drawn) | -2.0 | i | i | i | i | i | i | i | -3.2 | 0.4 | -5.1
44 | CS(=O)(=O)Nc1ccc(S(=O)(=O)NCCc2ccccc2)cc1 | -1.3 | i | i | i | i | i | i | i | 12.6 | 0.8 | -11.0
45 | CC1C(=O)CC(c2ccccc2)N(C)C1c1ccccc1 (stereo not drawn) | -0.9 | i | i | i | i | i | i | i | · | 0.4 | -7.7
46 | CCCN1CCC(NC(=O)Nc2ccc(Br)cc2)CC1 | -1.2 | i | i | i | i | i | i | i | -2.0 | 0.3 | -3.8
47 | COc1ccc(CNC(=O)CCCN2C(=O)c3ccccc3C2=O)cc1 | -0.9 | i | i | i | i | i | i | i | 3.5 | -1.9 | -1.8
48 | N#CN/C(=N\S(=O)(=O)c1ccccc1)c1ccccc1 | -4.3 | i | i | i | i | i | i | i | 0.8 | -2.2 | -8.6
49 | COc1ccc(C(CNC(=O)c2cccc(NS(=O)(=O)c3ccc(C)c(F)c3)c2)N2CCOCC2)cc1 (stereo not drawn) | -2.2 | i | i | i | i | i | i | i | -1.2 | 3.1 | -14.9
50 | CCOc1cc(C(=S)N2CCCC2)ccc1OCc1ccccc1 | -1.6 | i | i | i | i | i | i | i | · | -2.5 | -6.9
51 | COc1ccc(-c2csc(/C=C/c3ccc4c(c3)OCO4)n2)cc1OC | 0.8 | i | i | i | i | i | i | i | -2.6 | 1.9 | -9.8
52 | Cc1c(Cl)cccc1NC(=S)N(Cc1ccco1)C(C)c1ccccn1 (stereo not drawn) | -4.2 | i | i | i | i | i | i | i | -0.4 | 1.0 | -22.8
53 | COc1ccc(NC(=S)N2N=CCC2c2ccccc2)cc1 (stereo not drawn) | -2.8 | i | i | i | i | i | i | i | 0.2 | 0.8 | -14.1

High-throughput results from PubChem BioAssay.
